Rpn11 inh: blocks the human proteasome subunit Rpn11; human 26S proteasome, Ub4-pepOG fluorescence polarization; 20S core pre-blocked with epoxomicin; calls only at 20 µM; 360,000 tested, 0.59% active; AID 588493;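 active = inhibition at 20 µM, scaled to each plate's controls, above about 33%, limit read from the data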
DNMT1 inh: inhibitors of human DNMT1; DNMT1 molecular beacon, Hinp1I cleavage, fluorescence; inhibition (reported as % activation of signal), % at 10 µM; 360,000 tested, 0.83% active; in the data active = inhibition above about 50%
SUMO1-SIM PPI: SUMO1-SIM interaction modulation; inhibition, % at 20 µM; SUMO1 binding to a labelled peptide, TR-FRET, 1 h; P63165; 360,000 tested, 0.33% active; in the data active = inhibition above about 37%
CSN inh: blocks human CSN-mediated cullin deneddylation; 360,000 tested, 0.38% active; inhibition, % at 12.5 µM; AID 651999; Purified CSN, SCF-Nedd8-OG deneddylation, fluorescence polarization;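 active = pattern-corrected inhibition above about 35%, with an unprinted fluorescence ratio check between 0.5 and 1.5, limit read from the data, passing the limit was not always enough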;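 note: 0% = enzyme with substrate and 100% = substrate without enzyme; some results filed as inactive read as strong as hits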
Target sequence (Q92905 whole entry, looked up, one chain of several): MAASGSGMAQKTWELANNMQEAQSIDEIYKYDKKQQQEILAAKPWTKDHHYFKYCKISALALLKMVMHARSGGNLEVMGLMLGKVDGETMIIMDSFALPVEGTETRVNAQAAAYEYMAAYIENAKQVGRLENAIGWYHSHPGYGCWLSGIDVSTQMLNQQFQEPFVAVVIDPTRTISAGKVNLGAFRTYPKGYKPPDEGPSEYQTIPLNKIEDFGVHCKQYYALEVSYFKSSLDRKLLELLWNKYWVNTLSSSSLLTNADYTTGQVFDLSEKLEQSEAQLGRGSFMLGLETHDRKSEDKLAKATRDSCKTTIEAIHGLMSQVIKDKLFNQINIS
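Assay system: purified human Csn5 enzyme expressed in HEK293T cells; measure: % inhibition; also added: SCFSkp2-Nedd8OG substrate at 10 nM final; technique: fluorescence polarization; times: reaction 90 min, room temperature; medium: Tris buffer pH 7.5, NaCl, DTT, Tween-20, trehalose, ovalbumin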
MsrA inh: inhibits bovine methionine sulfoxide reductase A; purified bovine MsrA, absorbance read-out; inhibition, % at 15.5 µM; 360,000 tested, 0.75% active; AID 651718; in the data active = inhibition above about 4.5%;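 note: 0% = vehicle wells with enzyme and 100% = reference inhibitor wells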
NadD inh: NadD (S. aureus) enzyme inhibition; AID 602399; 360,000 tested, 0.78% active; inhibition, % at 20 µM; purified NadD enzyme, colorimetric absorbance read-out; in the data active = inhibition above about 26%; note: some compounds past the cut are filed as inactive
STEP block: blocks human striatal-enriched tyrosine phosphatase; 360,000 tested, 0.25% active; inhibition, % at 20 µM; AID 588621; P54829; recombinant STEP, OMFP fluorogenic substrate, fluorescence;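 active = inhibition at 20 µM, scaled per plate between control wells, above about 37%, limit read from the data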;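 note: 0% = DMSO with enzyme and substrate and 100% = substrate only without enzyme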
Target sequence (P54829 whole entry, looked up): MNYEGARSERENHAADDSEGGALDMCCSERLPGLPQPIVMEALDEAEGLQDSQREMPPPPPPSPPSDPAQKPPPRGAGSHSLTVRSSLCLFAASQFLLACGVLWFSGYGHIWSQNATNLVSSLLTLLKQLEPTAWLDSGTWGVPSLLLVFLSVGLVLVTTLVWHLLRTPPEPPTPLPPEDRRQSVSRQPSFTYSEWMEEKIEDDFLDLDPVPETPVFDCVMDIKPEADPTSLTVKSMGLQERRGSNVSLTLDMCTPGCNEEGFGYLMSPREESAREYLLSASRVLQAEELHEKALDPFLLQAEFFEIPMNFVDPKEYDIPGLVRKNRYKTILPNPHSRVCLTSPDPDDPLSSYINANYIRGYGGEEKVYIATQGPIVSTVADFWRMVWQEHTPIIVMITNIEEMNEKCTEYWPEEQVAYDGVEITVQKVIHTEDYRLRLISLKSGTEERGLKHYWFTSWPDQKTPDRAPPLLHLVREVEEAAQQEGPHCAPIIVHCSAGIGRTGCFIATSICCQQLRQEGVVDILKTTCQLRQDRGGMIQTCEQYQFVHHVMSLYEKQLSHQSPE
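Material: STEP (striatal-enriched tyrosine phosphatase) enzyme, cell-free | Medium: 50 mM Bis-Tris pH 6.0 with 2.5 mM DTT and 0.005% Tween 20 | Read-out: Percent inhibition scaled to no-enzyme and uninhibited-enzyme controls, plate-pattern corrected | Signal: Fluorescence read at 480 nm ex / 540 nm em | Times: 20 min reaction, room temperature, in the dark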
TbMetRS inhib: blocks T. brucei methionyl-tRNA synthetase activity; purified T. brucei MetRS, ATP depletion, Kinase-Glo luminescence; inhibition, % at 11.9 µM; 360,000 tested, 0.4% active; AID 624268;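 active = inhibition above a per-plate cutoff of the control wells' mean inhibition plus 3 SD, cut at about 5.5% in these data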;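 note: 0% = DMSO wells median and 100% = median of wells with control inhibitor compound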
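System: purified T. brucei MetRS enzyme / Detection: Kinase-Glo luciferase luminescence reporting remaining unconsumed ATP / Medium: HEPES buffer with MgCl2, KCl, DTT, spermine, BSA, pyrophosphatase / Replication: singlicate, one well per compound / Evaluation: percent inhibition relative to median high and low control wells / Schedule: 2 h aminoacylation at 25 °C after 15 min preincubation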
LMPTP block: LMPTP (human) inhibition; inhibition, % at 20 µM; 360,000 tested, 0.22% active; recombinant LMPTP-A, OMFP fluorogenic substrate, fluorescence intensity;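 active = compounds that cut the enzyme signal by at least half of the control window in the single-dose screen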;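 note: plate controls were DMSO wells with enzyme plus substrate for no effect and substrate without enzyme for full effect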
Target sequence (P24666 whole entry, looked up): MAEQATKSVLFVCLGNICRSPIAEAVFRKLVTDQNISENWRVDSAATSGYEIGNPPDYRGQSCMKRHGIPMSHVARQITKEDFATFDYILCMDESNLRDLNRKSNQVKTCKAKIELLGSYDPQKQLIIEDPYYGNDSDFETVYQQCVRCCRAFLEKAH
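test system = LMPTP-A | amount = 0.625 nM LMPTP-A final | reagent = fluorogenic phosphatase substrate OMFP at 400 µM final | incubation = 50 min at room temperature | benchmarks = no-enzyme low control, uninhibited high control | medium = Bis-Tris pH 6.0, DTT, detergent | signal = fluorescence intensity of OMFP turnover product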
Scp1 inh: blocks human Scp-1 phosphatase activity; Q9GZU7; Recombinant Scp1, phosphopeptide, malachite green phosphate absorbance; inhibition, % at 20 µM; 340,000 tested, 0.88% active;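 active = inhibition above about 50% at 20 µM, limit read from the data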;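 note: plate controls were DMSO wells with enzyme for no effect and wells lacking enzyme for full effect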
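assay system = SCP-1 phosphatase catalytic domain, residues 76-261 | buffer or medium = 50 mM Tris acetate pH 5.5, 0.005% Tween-20, 10 mM MgCl2 | incubation = enzyme reaction 45 min at room temperature, colour 5 min, stabilisation 30 min | signal = Phosphate-binding colour reagent, absorbance read at 630 nm | measure = % inhibition at 20 µM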
Starred values were filed as active, the others as inactive; i = inactive; x = not tested or not shown.

Rpn11 inh	DNMT1 inh	SUMO1-SIM PPI	Compound	CSN inh	MsrA inh	NadD inh	STEP block	TbMetRS inhib	LMPTP block	Scp1 inh
i	2	7	O=C(N/N=C/c1ccc(F)cc1)c1cc(-c2ccccn2)nc2ccccc12	-1	0.8	1	0	0.0	-1.2	-2
i	1	0	CC(=O)OCc1nc2sc(C)c(C)c2c(=O)[nH]1	7	0.2	0	0	0.0	0.1	-7
i	0	1	CCN(c1ccccc1)S(=O)(=O)c1ccc(N)c(OC)c1	0	-0.7	-3	2	0.5	0.9	3
i	-3	1	Cc1cccc(-n2c(=O)cc(N3CCN(c4ccc(F)cc4)CC3)[nH]c2=O)c1	1	-1.4	7	0	-0.2	0.0	-10
i	-1	4	COc1ccc(Cl)cc1NC(=O)CN(C)CC(=O)Nc1ccccc1C(F)(F)F	5	-0.7	-4	1	-0.3	-0.1	-4
i	-3	3	COCCn1nnnc1CN1CCSCC1	0	-0.5	1	2	-0.2	-1.7	-6
i	17	3	COc1ccc2c(c1)CCc1c(C(=O)NCc3ccc(F)cc3)noc1-2	-2	-0.9	9	0	0.0	0.3	1
i	-1	9	COc1ccccc1CNC(=O)COC(=O)Cn1cnc2c1c(=O)n(C)c(=O)n2C	3	0.5	0	-3	-0.1	-0.5	x
i	-3	-2	COc1ccc(NS(=O)(=O)c2cn(C)cn2)cc1OC	4	-0.9	1	-1	-0.6	-1.2	-5
i	0	-4	CC(C)C[C@H](NC(=O)[C@@H]1Cc2ccccc2CN1C(=O)OC(C)(C)C)C(=O)NCC1CCC(C(=O)O)CC1 (some centres undefined)	-2	0.6	-5	-2	-0.8	-2.2	-2
i	1	0	CCOc1ccccc1N(C(C)=O)S(=O)(=O)c1ccc(Cl)cc1	-6	0.2	-7	1	-0.2	-0.9	-11
i	-1	-18	CCN(CC)CCN(C(=O)c1ccc([N+](=O)[O-])cc1)c1nc2ccc(OC)cc2s1	0	-0.2	0	-2	-0.4	-1.1	-5
i	-1	5	COc1ccc(C=O)cc1OC1C=CCCC1 (centres undefined)	-3	-0.4	-4	3	0.3	-1.1	-7
i	2	0	COCCCn1c(SCC(=O)NC(C)C)nnc1-c1ccccc1	-1	-1.1	1	2	-0.9	0.0	5
i	6	-5	C#CCn1c(=NC(=O)c2ccco2)sc2cccc(Cl)c21	2	1.3	2	1	-0.4	0.8	-19
i	9	-3	Cc1ccc(-n2cnnn2)c2cccnc12	-1	0.0	-5	-2	-1.3	-1.5	-5
i	2	-2	CC(=O)N=C1SC2CS(=O)(=O)CC2N1c1cccc(Cl)c1Cl (centres undefined)	3	0.8	0	4	-0.3	-1.0	-5
i	-3	-4	Cc1cc(NC(=O)CN2C(=O)NC(c3ccccc3)(c3ccc(C)c(C)c3)C2=O)no1 (centres undefined)	-3	0.3	3	0	-0.7	0.4	-10
i	0	-1	COc1ccc(COn2nnc3ccc(S(=O)(=O)N4CCOCC4)cc32)cc1F	-3	0.6	1	-1	-0.1	0.6	-3
i	3	-5	CC1CCN(Cc2nnnn2CCCC(=O)NCCN2CCOCC2)CC1	1	0.3	-2	-1	-0.3	-2.4	-4
i	0	-1	O=C(COC(=O)c1ccc(Cl)nc1)Nc1cc(S(=O)(=O)N2CCOCC2)ccc1Cl	1	0.3	-4	0	-0.5	-0.4	5
i	0	1	COC(=O)c1ccccc1NC(=O)CSc1[nH]c(=O)cc(C)c1C#N	-10	-0.3	-2	1	-0.5	-0.6	-2
i	-1	1	CC(c1ccccc1)C1NC(C(=O)O)CS1 (centres undefined)	-5	1.1	3	7	-0.1	0.0	0
i	0	5	Cn1c(=O)c2c(nc(N3CCOCC3)n2C/C=C/c2ccccc2)n(C)c1=O	3	0.5	-3	-2	-0.1	-0.4	-6
i	3	13	O=C(NCC1CCCCC1)c1[nH]c(C(F)(F)F)nc1-c1ccccc1	5	0.5	-6	-3	-1.1	-0.2	x

In another format: entries from further up.
Screens in order – Rpn11 inh	DNMT1 inh	SUMO1-SIM PPI	CSN inh	MsrA inh	NadD inh	STEP block	TbMetRS inhib	LMPTP block	Scp1 inh
CC(c1ccccc1)C1NC(C(=O)O)CS1 (centres undefined)
  i	-1	1	-5	1.1	3	7	-0.1	0.0	0
COc1ccc(C=O)cc1OC1C=CCCC1 (centres undefined)
  i	-1	5	-3	-0.4	-4	3	0.3	-1.1	-7
COCCn1nnnc1CN1CCSCC1
  i	-3	3	0	-0.5	1	2	-0.2	-1.7	-6

Quoted from the listing:
For LMPTP block, COC(=O)c1ccccc1NC(=O)CSc1[nH]c(=O)cc(C)c1C#N has -0.6
For CSN inh, CCN(c1ccccc1)S(=O)(=O)c1ccc(N)c(OC)c1 has 0
For CSN inh, CC1CCN(Cc2nnnn2CCCC(=O)NCCN2CCOCC2)CC1 has 1

The list goes on:
Rpn11 inh	DNMT1 inh	SUMO1-SIM PPI	Compound	CSN inh	MsrA inh	NadD inh	STEP block	TbMetRS inhib	LMPTP block	Scp1 inh
i	6	0	CCc1ccc(C(C#N)=CC=Cc2ccccc2)cc1	-5	1.3	10	1	-0.2	0.7	x
i	1	-5	CCOc1ccc(CCNC(=O)COC(=O)c2cccnc2SC)cc1OCC	10	0.6	-1	1	0.0	-0.9	-6
i	0	-1	Brc1ccc(OCCCCCN2CCOCC2)cc1	3	0.2	-1	-2	0.3	-0.7	-9
i	1	-2	COc1ccc(C2CC(=O)C(CS(=O)(=O)c3ccccc3)C(=O)C2)cc1 (centres undefined)	-2	-0.4	8	-2	-0.4	-1.6	-3
i	2	5	COc1cc(CCC(=O)OCC(=O)NC2CCCC(C)C2C)cc(OC)c1OC (centres undefined)	-9	-0.9	-5	-1	-0.1	-1.1	-5
i	1	7	CCOC(=O)C(C)Oc1cccc2c(=O)n(CC(=O)NCCc3ccc(OC)c(OC)c3)ccc12 (centres undefined)	5	2.0	-3	4	-0.1	0.0	-9
i	2	-3	c1ccc(CN2CCN(CCOCCOc3ccc4c(c3)CCC4)CC2)cc1	0	-0.3	-9	4	-0.2	-1.9	-1
i	3	-6	CCN1CCN(CC(=O)N2N=C(c3ccc(OC)cc3)CC2c2ccc(OC)cc2)C(=O)C1=O (centres undefined)	-3	1.3	5	-3	0.5	-1.1	-5
i	1	-4	COCCN(C(=S)Nc1ccccc1C)C(C)c1ccco1 (centres undefined)	5	-1.7	-2	-1	-0.3	-1.4	-8
i	1	5	CN(Cc1c(F)cccc1Cl)C(=O)CNC(=O)c1ccc2c(c1)OCO2	1	-0.2	-8	1	-0.4	0.0	-4
i	9	-6	O=C(Nc1ccc(Br)cn1)c1coc(=O)c(Br)c1	6	1.2	-6	2	0.0	-1.8	69*
i	-3	-13	CCN=c1scc(-c2ccccc2)n1/N=C/c1ccccn1	3	x	1	2	-0.4	3.7	-1
i	-4	-48	Nc1ccc(OCc2ccccc2)cc1[N+](=O)[O-]	4	-0.4	-6	4	-0.3	3.7	-16
i	5	3	O=C(Cn1c(C(F)(F)F)nc2ccccc21)NCCCN1CCOCC1	1	-0.6	11	1	0.7	-7.7	-11
i	-5	-2	CCN(CC)S(=O)(=O)c1cc(NC(=O)CCNC(=O)c2ccccc2Cl)ccc1C	-2	-0.5	-5	-1	-0.1	-1.0	-8
i	-2	-4	Cc1nn(S(=O)(=O)c2ccc(F)cc2)c(C)c1S(=O)(=O)N1CCCCC1	0	0.4	-3	-4	-0.5	-1.5	-4
i	-7	-2	O=C(Nc1ccccc1N1CCOCC1)C1CCN(S(=O)(=O)c2ccccc2F)CC1	-5	-1.6	0	-2	0.2	-2.8	-11
i	-1	0	COc1cccc(C(=O)NC2CC3CCCC(C2)N3Cc2ccc(F)cc2)c1 (centres undefined)	4	0.9	-5	-2	-0.3	-2.5	x
i	-2	3	O=C(CN1C(=O)C2CCCCC2C1=O)OCc1nnc(-c2ccccc2)o1 (centres undefined)	3	0.3	-2	-5	0.0	-1.4	-4
i	-2	4	COc1cccc2c(=O)c3cccc(N)c3[nH]c12	-3	1.1	39*	5	0.5	19	-8
i	2	3	CC(=O)c1c(C(C)=O)c(C)n(C(c2ccccc2)c2ccccc2)c1C	0	0.2	-4	3	0.9	0.7	9
i	0	-4	Cc1ccccc1NC(=O)OCc1cccnc1Sc1ccc(Cl)cc1	-2	-1.1	2	5	-0.1	3.6	-3
i	1	-1	O=C(O)c1ccc(NCc2ccc(Br)cc2)cc1	-2	-0.8	-3	1	-0.3	-0.2	-5
i	-4	0	Clc1ccc(SCc2cc(-c3ccccc3)on2)cc1	2	0.1	2	3	-0.6	0.3	-22
i	5	-2	Cc1cccc(C(=O)NCCCN2CCCC2=O)c1	1	-0.4	0	16	0.5	0.0	-4
i	7	-2	CSc1nnc(-c2cc[n+](C)cc2)n1CCO	-7	-0.2	10	-4	-0.5	-5.0	66*
i	-1	-24	COc1ccc(C2=NS(=O)(=O)N(C)C(C(=O)NC(C)c3ccccc3)=C2)cc1OC (centres undefined)	4	1.5	-3	0	-0.3	0.1	-12
i	2	-3	CCC(C)[C@H](NC(=O)OC(C)(C)C)c1nnc(SCc2c(C)[nH]c(=O)[nH]c2=O)o1 (some centres undefined)	-1	0.0	3	1	-0.8	0.4	0
x	x	1	CCCCNC(=O)C(NC(=O)c1ccc(C)cc1)C(=O)c1ccccc1 (centres undefined)	-2	0.9	x	x	-0.1	-0.3	x
i	4	4	CC(NC(=O)C1CCCN1S(=O)(=O)c1ccc2c(c1)n(C)c(=O)c(=O)n2C)c1ccccc1 (centres undefined)	-3	2.7	3	-1	0.1	-1.3	12
i	1	-3	CCOc1ccc(NC2=NCC(=O)N2Cc2cccs2)cc1	4	-1.3	-1	-4	-0.3	-0.5	-15
i	66*	1	O=C(CCCCCn1c(=S)[nH]c2cc3c(cc2c1=O)OCO3)N1CCN(c2ccccc2)CC1	-3	-0.7	24	4	0.7	1.5	-6
i	3	-29	O=C(O)CSc1c2ccccc2cc2ccccc12	-3	-0.2	-1	4	0.8	-1.1	0
i	-1	6	O=c1cc(C(F)(F)F)[nH]c2ccc(OC(F)(F)F)cc12	1	2.1	-12	2	-0.6	-1.9	-30
i	0	-1	COC(=O)C(C)Sc1nc2c(c(=O)[nH]c(=O)n2C)n1CCC(C)C (centres undefined)	5	0.4	2	-1	0.3	0.4	0

Screening data as filed in PubChem BioAssay.

An unsorted share of the library, and some 3.9% of all compounds hit somewhere here.
